Source: PubChem
mcGAS MS inh: inhibitors of Mus musculus cyclic GMP-AMP synthase, initial high-throughput assay, cell-free, RapidFire MS. Q8C6L5. recombinant mouse cGAS, cGAMP by RapidFire MS. inhibition, % at 12.5 µM. 130,000 compounds, 0.18% hits. AID 1259397, 2018;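 active = inhibition of cGAS enzyme activity at or above 60%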;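 note: enzyme stimulated by 45 bp dsDNA with ATP and GTP substrates; cGAMP share of summed cGAMP plus half ATP and half GTP signals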
Target sequence (Q8C6L5 whole entry, looked up): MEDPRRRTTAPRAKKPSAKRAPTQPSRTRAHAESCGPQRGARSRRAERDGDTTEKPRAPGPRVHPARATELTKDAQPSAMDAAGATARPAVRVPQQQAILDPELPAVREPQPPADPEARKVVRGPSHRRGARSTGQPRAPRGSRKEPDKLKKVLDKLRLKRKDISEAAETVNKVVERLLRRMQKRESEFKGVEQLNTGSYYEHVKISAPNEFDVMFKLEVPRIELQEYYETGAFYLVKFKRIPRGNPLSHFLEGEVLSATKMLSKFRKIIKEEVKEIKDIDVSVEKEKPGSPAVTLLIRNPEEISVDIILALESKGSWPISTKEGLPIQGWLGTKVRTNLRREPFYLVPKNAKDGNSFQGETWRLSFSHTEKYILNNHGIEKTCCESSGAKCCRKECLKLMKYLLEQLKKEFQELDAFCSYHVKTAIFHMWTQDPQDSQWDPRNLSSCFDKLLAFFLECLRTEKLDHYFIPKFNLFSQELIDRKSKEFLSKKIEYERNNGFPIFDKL
* hit, by the source's call; & = joins results of further samples. Some of the compounds tested. The share of hits here may be higher or lower than overall.

Start of the listing, in advance (3 entries):
SMILES	mcGAS MS inh
Cn1c(SCCOc2ccc(S(N)(=O)=O)cc2)nc2sccc2c1=O	-22.6
O=C1NCCN(C/C=C/c2ccccc2)C1CC(=O)N1CCOCC1 (stereo not given)	-1.2
CC(C)OCC(O)CN1CCCC1C(=O)N1CCSCC1 (stereo not given)	-0.2

Results, previewed entries included:
SMILES	mcGAS MS inh
Cn1c(SCCOc2ccc(S(N)(=O)=O)cc2)nc2sccc2c1=O	-22.6
O=C1NCCN(C/C=C/c2ccccc2)C1CC(=O)N1CCOCC1 (stereo not given)	-1.2
CC(C)OCC(O)CN1CCCC1C(=O)N1CCSCC1 (stereo not given)	-0.2
CC(C)C(NC(=O)c1cc2ccccn2n1)c1nnc2n1CCNCC2 (stereo not given)	2.4
Cc1cccc(C2N3CC4([N+](=O)[O-])CN2CC([N+](=O)[O-])(C3)C4(C)C)c1 (stereo not given)	-11.9
O=C(c1ccc(OC(F)F)cc1)N1CCOC(c2ccccc2)C1 (stereo not given)	-4.7
CCOC(=O)C1(Cc2ccccc2Cl)CCN(Cc2nc3ccccc3[nH]2)CC1	2.0
CC(c1cccc(O)c1)N(C)Cc1nccn1CC(F)(F)F (stereo not given)	-15.0
CC(C)Cn1c(CN2CCN(C)CC2)nc2c1c(=O)n(C)c(=O)n2C	-4.3
CNC(=O)[C@@H]1C[C@H](N)CN1Cc1ccc(CC(C)C)cc1	-13.0
CCC(=O)Nc1cccc(OCC(=O)N(C)Cc2ncc(C)[nH]2)c1	-16.1
C=CCn1c(=NC(=O)c2ccc(Br)s2)sc2cc(S(C)(=O)=O)ccc21	-6.7
O=C(Nc1ccc(F)c(Cl)c1)N1CCCCC1CCN1CCOCC1 (stereo not given)	-10.8
O=C(O)CCNS(=O)(=O)c1cccs1	-1.4
Oc1cc(-c2cccc(Cl)c2)cc2c1OCCN(CCCc1cccnc1)C2	-5.6
CSCCC1NC(=S)N(Cc2ccccc2Cn2cncn2)C1=O (stereo not given)	-7.7
Cc1ccc(-c2cc(C(F)(F)C(F)F)[nH]n2)cc1	-26.3
CC(Sc1ccccc1)C(=O)Nc1ccc2c(c1)OCO2 (stereo not given)	-3.6
O=C(c1cncc(N2Cc3cnn(CCO)c3C2)n1)N1CCCCC1	-7.8
O=C(CCN1C(=O)NC2(CCCC2)C1=O)NC1=NCCS1	4.8
COc1ccc(-c2[nH]ncc2CNCC(C2CCOC2)N2CCCC2)cc1 (stereo not given)	-3.4
COc1ccc(S(N)(=O)=O)cc1C(=O)OC(C)C(=O)N1CCCC1 (stereo not given)	2.8
C=CCN(Cc1ccccc1F)C(=O)Nc1ccccc1	-8.5
CCn1c(C2CCN(C(=O)CN(C)Cc3ccccn3)CC2)nn(C)c1=O	-6.6
CCOn1c(=O)c(-c2cccc3ccccc23)[n+]([O-])c2ccccc21	-4.4

Additional records:
SMILES	mcGAS MS inh
Cc1nc(N2CCN(c3ccccc3)CC2)nc2c1C(=O)CC(c1cccs1)C2 (stereo not given)	-12.9
CN(Sc1ccc([N+](=O)[O-])cc1)C1CCS(=O)(=O)C1 (stereo not given)	-3.7
CN(C)C(=O)N1CCN(Cc2ccccc2N2CCCC2)CC1	-8.6
O=C(COc1ccc2oc3c(c2c1)CCCC3)NC1CCCCC1	0.3
CCn1cc(CNC(=O)c2cc(F)cc(Br)c2)cn1	-8.0
CSc1ccc(C(=O)NC(C)c2ccco2)cc1[N+](=O)[O-] (stereo not given)	-6.4
Nc1c(C(=O)CSc2ccccn2)c(=O)[nH]c(=O)n1C1CC1	-3.3
CCCNC(=O)C1(C)CCCN(Cc2cccc3c2OCCO3)C1 (stereo not given)	-2.3
COc1cccc(C(=O)OCC(=O)c2ccc(OC)c(OC)c2)c1	-2.3
CCn1c(=O)c2c(nc3n2CC(C)CN3c2ccccc2C)n(C)c1=O (stereo not given)	2.1
COc1cc(OC)c(NC(=O)CN2CC(=O)NC2=O)cc1F	-29.3
CC(C)N(C(=O)Cn1cnc2c(nnn2C)c1=O)C(C)C	-0.7
CC(C)C1CN(C(=O)c2ccnc(Cl)c2)CCS1 (stereo not given)	-5.2
O=C(c1ccoc1)N1CCCC(N2CCN(Cc3ccc4c(c3)OCO4)CC2)C1 (stereo not given)	-6.1
O=C(NCCc1ccccc1)c1cccc(OC2CCN(C3CCCCC3)CC2)c1	-2.7
Cc1ccccc1-c1n[nH]c(=S)o1	33.9
Cc1cc(SC2CS(=O)(=O)CC2O)nc(C(C)C)n1 (stereo not given)	-4.7
N#CC(=Cc1ccccc1Cl)S(=O)(=O)c1ccccc1	-2.9
Cc1ccnc(NC(=O)CCCc2nc3ccccc3c(=O)[nH]2)c1	-11.6
CC(C)Cn1c(=O)[nH]c2c(C(=O)N3CCN(c4ncccn4)CC3)snc2c1=O	-4.8
O=C1NC(C2=Cc3cc(Cl)ccc3OC2)Nc2ccccc21 (stereo not given)	-33.1
COC(=O)c1cccnc1Sc1ccccn1	-11.4
COc1cc2c(cc1OC)CN(C1CCCN(Cc3cnn(C)c3)C1)CC2 (stereo not given)	-3.5
CN1C(=O)N(C)C2(CCN(C(=O)C3CCCCC3)CC2)C1=O	-6.3
Cc1nc(/C=C/C(=O)NCC(C)N2CC(C)OC(C)C2)cs1 (stereo not given)	-8.6

Following part
SMILES	mcGAS MS inh
O=C(CCC1CCCC1)Nc1ccc2c(c1)OC1(CCCC1)O2	-11.9
O=S(=O)(NCC1NCCc2ccccc21)c1ccccc1 (stereo not given)	-4.7
CCc1ccc(-n2c(=O)c3c4c(sc3n(CC(=O)NCCCOC)c2=O)CCC4)cc1	-11.6
CCN(Cc1ccc(Br)s1)C(=O)Nc1cccc(F)c1	1.2
O=C(O)c1cc(-c2ccc(F)cc2)nc2onc(C3CC3)c12	4.0
Cc1cccc(CNC(=O)C2(Oc3cccnc3C)CCNCC2)c1C	-15.5
CC(C)(C)n1ncc2c(=O)n(NC(=O)c3cccc(Cl)c3)cnc21	-3.7
O=C(CS(=O)(=O)c1ccc(F)cc1)Nc1nc(-c2nc3ccccc3s2)cs1	-2.8
O=C(C(=O)N1CC[C@@H](c2ccc3c(c2)OCO3)[C@H](O)C1)c1ccco1	-11.3
NC1CCN(c2ccccc2C(=O)N2CCN(c3ccccc3F)CC2)CC1	-2.8
CN(C)C(=O)c1cc(Oc2ccc(N)cc2)ccn1	-9.0
CO[C@H]1CN(Cc2cc(-c3ccccn3)ccc2OCC(=O)O)CC[C@H]1N	-11.8
O=C(Nc1cccc(S(=O)(=O)C(F)F)c1)N1CCSCC1	-8.6
CCN(CCO)CCCC(C)Nc1ccnc2cc(Cl)ccc12 (stereo not given)	-11.5&-1.9
CCC1CCc2ccccc2N1C(=O)c1ccc2nnc(C)n2c1 (stereo not given)	-25.6
NS(=O)(=O)c1cnccc1N1CCCC1	-1.4
Cc1cc(C(=O)N=c2sc3cc(C(C)C)ccc3n2C)no1	-9.6
CS(=O)(=O)Cc1nc2ccccc2n1Cc1ccc(F)cc1C#N	2.7
COC(=O)CSc1nc2c(=O)n(C)c(=O)n(C)c2n1Cc1ccc(Cl)c(Cl)c1	-6.2
Cc1ccc(S(=O)(=O)N2CCSC2)cc1	10.0
O=C(/C=C/c1ccco1)N1CC[C@@H](N2CCN(c3ccccc3F)CC2)[C@H](O)C1	-10.5
Cc1occc1C(=O)N(CCC(=O)NCCC(C)C)C1CC1	-12.2
CCn1ccc(C(=O)N(Cc2sccc2C)CC(C)C)n1	-10.4
CCOc1ccc(-c2cc(=O)n(CC(=O)N(Cc3ccccc3)c3ccccc3)cn2)cc1	-8.4
CC(=O)c1cccc(NC(=O)C(C)Sc2nnc(-c3ccc(Br)cc3)o2)c1 (stereo not given)	6.8

Rewritten field by field: part of the list above
NC1CCN(c2ccccc2C(=O)N2CCN(c3ccccc3F)CC2)CC1
  mcGAS MS inh = -2.8

CCC1CCc2ccccc2N1C(=O)c1ccc2nnc(C)n2c1 (stereo not given)
  mcGAS MS inh = -25.6

COC(=O)CSc1nc2c(=O)n(C)c(=O)n(C)c2n1Cc1ccc(Cl)c(Cl)c1
  mcGAS MS inh = -6.2

O=S(=O)(NCC1NCCc2ccccc21)c1ccccc1 (stereo not given)
  mcGAS MS inh = -4.7

The listing continues:
SMILES	mcGAS MS inh
COc1ccc2c(C(F)(F)F)cc(=O)oc2c1	-0.5
CCN(CC)S(=O)(=O)N1CCC(=Cc2cccc(F)c2)CC1	-4.0
Cc1cc(C)cc(CCC(=O)NC2C=CS(=O)(=O)C2)c1 (stereo not given)	-18.1&-8.2
CC1CCCCC1NC(=O)NC(=O)CSc1nnc(-c2ccccc2F)n1C (stereo not given)	-5.1
CCOC(=O)c1c(NC(=O)CSc2nnc3ccccn23)sc(C(C)=O)c1C	23.7
CN1CCN2c3ccc(/C=C/C(=O)c4c(O)n(C)c(=O)n(C)c4=O)cc3CC3(C(=O)N(C)C(=O)N(C)C3=O)C2C1 (stereo not given)	8.3
O=C(Nc1ccc(F)cc1)C1CCN(Cc2c(-c3ccco3)nc3ncccn23)CC1	-1.3
CCCNC(=O)Cn1cnc2c(nnn2CC)c1=O	-6.5
Cc1ccc(-c2cn(S(=O)(=O)c3ccc(Cl)cc3)nc2N)cc1	8.9
CC1(C(=O)NS(=O)(=O)c2cccc(Cl)c2)CCN1C(=O)COc1ccc(Cl)cc1 (stereo not given)	-9.3
CC1CNC(=O)CCN1Cc1ccc(CN(C)S(C)(=O)=O)o1 (stereo not given)	4.2
COc1cccc2cc(C(=O)N3CCN(Cc4ccccc4)CC3)c(=O)oc12	-3.8
CCOC(=O)C(C)(C)NCc1nc(CC(C)C)no1	-3.3
Cc1nn(C)c(C)c1NC(=O)c1ccc(Br)o1	-6.7
CC1CN(S(=O)(=O)N(C)CC23CC4CC(CC(C4)C2)C3)CC(C)O1 (stereo not given)	5.3
C#CCNC(=O)C(C)N1Cc2c(OC)ccc(OC)c2C(O)C1 (stereo not given)	-5.0
O=C(c1cccc(F)c1)N1CCN(C(C(=O)N2CCOCC2)C2CCCC2)CC1 (stereo not given)	-1.2
Cc1cc(F)ccc1NC(=O)CCC1CCCN(C(=O)CCc2c(C)noc2C)C1 (stereo not given)	-3.5
O=C(NCCN1CCCOC1=O)c1cnn2c1CCCC2	-16.3
FC(F)(F)C(OCc1nc(CCc2ccccc2)n[nH]1)c1ccccc1 (stereo not given)	-6.3
CC(C)CCn1c(SC2CCOC2=O)nc2cc(Cl)ccc2c1=O (stereo not given)	-9.1
COc1ccc(C(CC(=O)NCc2ccncc2)c2ccccc2)cc1 (stereo not given)	-2.0
c1ccc(-c2cccc(-c3cc(Nc4ccc(N5CCOCC5)cc4)ncn3)c2)cc1	-4.6
COc1ccc(C(=O)N2CCN(C(=O)c3ccc4nc(C5CC5)oc4c3)CC2)cc1	-4.8
N#CCc1ccc(NC(=O)c2cc3ccccc3oc2=O)cc1	-6.4

Continued; the last 2 above are carried over.
SMILES	mcGAS MS inh
COc1ccc(C(=O)N2CCN(C(=O)c3ccc4nc(C5CC5)oc4c3)CC2)cc1	-4.8
N#CCc1ccc(NC(=O)c2cc3ccccc3oc2=O)cc1	-6.4
COc1cc(CN2C(=O)C(C)ON=C2C2CC2)cc(OC)c1 (stereo not given)	5.7
Cc1ccc(CNC(=O)c2sc3nc(CN4CCCCC4)[nH]c(=O)c3c2C)cc1	2.3
Cc1ccc(/C=C/S(=O)(=O)Nc2ccc(OCCO)cc2C(F)(F)F)cc1	7.8
CN1C(C(=O)N2CCN(C(=O)c3ccco3)CC2)=CC(c2ccco2)=NS1(=O)=O	-2.8
O=c1oc2ccc(Br)cc2cc1-c1ccc(S(=O)(=O)N2CCOCC2)s1	-7.8
Cc1ccc(NS(=O)(=O)c2ccc(S(C)(=O)=O)c(F)c2)nc1	-12.2
COc1ccc(C2C(=C(O)c3ccccc3)C(=O)C(=O)N2CCCN(C)C)cc1 (stereo not given)	6.0
COc1ccccc1OC1CCN(S(=O)(=O)NCc2ccccc2)CC1	-11.0
Cc1cccc2c(-c3ccc(O)c(F)c3)c[nH]c12	-17.0
COc1ccccc1N1CCN(C(=O)c2ccncc2)CC1	-6.8
CC(Sc1nnc(-c2ccc(F)cc2)n1C)C(=O)N1CCCC1 (stereo not given)	0.0
COCCNC(=O)CCC1CCN(C(=O)C2=CCCC2)CC1	-2.2&2.6
O=C1C(=Cc2ccc3c(c2)OCCO3)CCC1=Cc1ccc2c(c1)OCCO2	-4.4
Cc1ccccc1C1=NN(S(C)(=O)=O)C(c2ccccc2O)C1 (stereo not given)	-0.1
COc1ccc(/C=C2N=C(/C=C/c3cccc(Cl)c3Cl)OC\2=O)c(OC)c1OC	-2.8
OCCOc1cccc(CN2C[C@H]3C[C@H](O)[C@@H](O)C[C@H]3C2)c1	-19.7
CC(NS(=O)(=O)c1cccnc1Cl)c1ccc(F)c(F)c1 (stereo not given)	-1.3
Cc1nsc(N2CCC(CN(C)C(=O)OC(C)(C)C)CC2)n1	-0.6
CN(C)c1ncc(CN2CCN(S(=O)(=O)c3ccccc3)CC2)s1	-7.8
O=C(c1cc2ccccc2[nH]1)N1CCC(S(=O)(=O)c2ccccc2)CC1	1.8
O=C(O)c1nn(-c2ccc(Cl)cc2)ccc1=O	-16.6
O=C(NC1CCCCC1)c1c(O)c2c([nH]c1=O)CCCC2	-7.8
Cc1cccc(C(=O)Nc2ccccc2C(=O)N(C)c2ccccn2)c1	-2.1
CCOC(=O)c1ccc(NC(=O)c2sc(NC(=O)C(C)(C)C)c(C(=O)OCC)c2C)cc1	2.6
CC1=C(c2ccc(Cl)cc2)[N+](=O)C(C)(c2ccc(Br)cc2)N1[O-] (stereo not given)	90.3*

The results go on.
SMILES	mcGAS MS inh
CSc1nnnn1-c1cccc(NC(=O)c2ccccn2)c1	-10.0
N#CC(c1ccccc1)C1CCCN1CC(=O)Nc1ccc(S(=O)(=O)C(F)F)cc1 (stereo not given)	-6.9
CC(c1cccc(-c2cc3c(cc2C(N)=O)OCO3)c1)N1CCCC1 (stereo not given)	-6.4&3.9
O=Cc1ccc2[nH]c3cc(Cl)ccc3c(=O)c2c1	-3.1
O=C(NN=Cc1ccccn1)c1cccc([N+](=O)[O-])c1	7.0
CCC(CC)n1ncc(C)c1NC(=O)CCc1cccnc1	-16.7
CCc1ccc(CN(C)C(=O)C2CCC(=O)N(CC3CCCCC3)C2)nc1 (stereo not given)	-8.0
c1ccc2c(N3CCN(Cc4cc5n(n4)CCCNC5)CC3)nsc2c1	-0.6
